Dengue-2 NS5 capping – Dengue-2 NS5 methyltransferase inhibitors, primary screen, biochemical, confirmation dose response (AID 588689); Dengue-2 NS5 methyltransferase capping enzyme assay, biochemical; higher % means a stronger effect; inhibition, % at 25 µM, or IC50 in µM where a hit was titrated; 0.3% of 340,000 active; in the data active = a potency from the dose series; inconclusive = inhibition above about 29% without an active follow-up result
RSV antiviral HEp-2 – inhibition of RSV-induced cytopathic effect – HEp-2 cells, primary 10 µM value included (AID 2391). HEp-2 cells, RSV-induced CPE inhibition; higher % means a stronger effect. 0.13% of 310,000 active. CPE inhibition, % at 10 µM, or IC50 in µM where a hit was titrated; in the data active = a potency from the dose series; inconclusive = CPE inhibition mostly from about 23% at the one dose, without a potency; inactive = the rest, 99 in 100 with CPE inhibition below about 21%; also: strong numbers were not always called active
UTI89 phage lysis – protection from phage-mediated lysis, alamar blue read-out – E. coli UTI89, K1F phage, bacterial capsule biogenesis inhibitors (AID 488966); one-dose inhibition, % at 100 µM; IC50 in µM for titrated hits; 0.02% of 340,000 active; E. coli UTI89 K1F phage lysis, alamar blue, 2 h; higher % means a stronger effect;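 active = phage lysis inhibition, versus mean bacterial control, above a set limit; inconclusive = no clear call, values can overlap the other calls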;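 also: capsule biogenesis inhibitors block K1F phage lysis so surviving cells raise fluorescence; higher fluorescence means more inhibition of phage lysis; actives were called in the ten point dose series up to 300 µM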
West Nile antiviral – inhibition of WNV-induced cytopathic effect – cell-based, CPE readout (AID 1621); 0.02% of 290,000 active; West Nile virus-infected cells, CPE inhibition; higher % means a stronger effect; CPE inhibition, % at 10 µM, or IC50 in µM where a hit was titrated; in the data active = a potency from the dose series; inconclusive = CPE inhibition mostly from about 3.7% at the one dose, without a potency; inactive = the rest, 99 in 100 with CPE inhibition below about 2.2%; also: strong numbers were not always called active
PhoP inhibition – PhoP-dependent GFP reporter repression – Salmonella Typhimurium, primary screen (AID 1863); S. Typhimurium PhoP-regulated promoter GFP reporter, 4 h; higher % means a stronger effect; inhibition, % at 50 µM; hits with a dose series show IC50 in µM; 0.16% of 300,000 active;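 active = inhibition over 29.93%, a cutoff 3 SD above the screen mean, later confirmed by dose response; inconclusive = inhibition over 29.93% but no dose response follow-up; inactive = inhibition at most 29.93% or unconfirmed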;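 also: 0% = low Mg2+ inducing control and 100% = high Mg2+ repressing control; strong numbers were not always called active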
Large T inhibition – TAg ATPase/helicase activity blockers – biochemical (AID 1903); 0.39% of 310,000 active; inhibition, % at 20 µM, or IC50 in µM where a hit was titrated; SV40 large T antigen ATPase/helicase inhibition assay; higher % means a stronger effect; in the data active = a potency from the dose series; inconclusive = inhibition mostly from about 32% at the one dose, without a potency; inactive = the rest, 99 in 100 with inhibition below about 32%; also: strong numbers were not always called active
NTR1 ag – NTR1-driven beta-arrestin-GFP spot formation – imaging, U2OS cells, high content, primary screen (AID 493036); 0.17% of 330,000 active; activation, % at 20 µM; agonist mode;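 active = activation at or above 40% of the spot to cytoplasm intensity ratio, with at least 20 cells analyzed; inconclusive = wells under 20 cells, flagged as cytotoxic or low count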;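 also: 0% = DMSO without peptide and 100% = 100 nM NTR1 peptide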
Target sequence (P30989 whole entry, looked up): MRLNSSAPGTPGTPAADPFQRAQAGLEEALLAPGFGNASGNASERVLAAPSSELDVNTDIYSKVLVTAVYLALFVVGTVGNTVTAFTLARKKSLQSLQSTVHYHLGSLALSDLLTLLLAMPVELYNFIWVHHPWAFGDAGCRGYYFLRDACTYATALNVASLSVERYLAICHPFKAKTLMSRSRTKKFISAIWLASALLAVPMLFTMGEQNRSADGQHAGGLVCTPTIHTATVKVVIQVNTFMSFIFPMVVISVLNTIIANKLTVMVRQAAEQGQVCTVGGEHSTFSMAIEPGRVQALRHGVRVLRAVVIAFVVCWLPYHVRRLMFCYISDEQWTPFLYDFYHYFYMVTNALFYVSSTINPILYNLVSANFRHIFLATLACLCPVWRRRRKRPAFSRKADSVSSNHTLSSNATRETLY
MgcRacGAP inhibition – MgcRacGAP GTPase-activating activity inhibitors, confirmation, biochemical, ADP Hunter fluorescence. MgcRacGAP-stimulated Rac1 GTP hydrolysis, ADP Hunter fluorescence; higher % means a stronger effect; GST-tagged Rac1 F28L mutant substrate. one-dose inhibition, % at 30 µM; IC50 in µM for titrated hits. 0.6% of 340,000 active. AID 624330;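 active = first-screen hits whose inhibition reached a set limit at any dose in the follow-up dose series; inconclusive = inhibition above the set first-screen limit but never retested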;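 also: fluorescence reports GDP produced by GAP-driven GTP hydrolysis; strong numbers were not always called active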
T cell HTS – T cell immune modulation candidate; 2C CD8+ T cell-vesicle binding, flow cytometry; stronger effect = lower value; calls only at 7 µM; 0.068% of 330,000 active; AID 2052;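 active = response, share of CD8 T cells binding vesicles, and their 90th percentile fluorescence all below set limits, cut at about 80% in these data, passing the limit was not always enough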
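Material: murine 2C transgenic CD8+ T lymphocytes / Also added: QL9-peptide-loaded Drosophila micro-vesicles bearing Ld, ICAM-1 and B7-1 / Schedule: binding step 1.5 h, 37 °C, antibody labelling 20 min, ice / Signal: flow cytometry, PE anti-B7-1 (FL2) versus Alexa647 anti-CD8 (FL8), PFA-fixed / Evaluation: percent CD8+ FL2 mean versus row control / Benchmarks: naked versus QL9-loaded vesicles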
T cell HTS vesicle-bound % – second read-out of T cell HTS, no call of its own (marks repeat the call); double positive events, %; measured here: CD8+ vesicle-bound cell fraction;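 binding gate set so that unloaded-vesicle control wells show 10% double positive cells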
NTR1 ag cell count 20 µM – also measured in NTR1 ag; calls as there; cell count; measured here: cell count, cytotoxicity flag
Dengue-2 NS5 capping pilot replicate – second read-out of Dengue-2 NS5 capping, no call of its own (marks repeat the call); inhibition, %; measured here: pilot screen replicate inhibition
* = called active by the depositor; i = inactive; ? = inconclusive; nt = no result given; [ ] = another dose, or the depositor's remark.

SMILES	Dengue-2 NS5 capping	RSV antiviral HEp-2	UTI89 phage lysis	West Nile antiviral	PhoP inhibition	Large T inhibition	NTR1 ag	NTR1 ag cell count 20 µM	MgcRacGAP inhibition	T cell HTS	T cell HTS vesicle-bound %	others
CN(C(=O)c1ccc(NC(=O)Cc2ccc(NC(=O)C3CCCN(C(=O)C4CC4)C3)cc2)cc1)C1CC1 (centres undefined)	9%	0.4%	-0.3%	nt	nt	nt	1.0	45	-2%	i	15
COc1ccc(Cl)cc1NC(=O)CN(C)C(=O)c1cc(-c2cccs2)nn1-c1ccccc1	-4%	3.5%	0.4%[50 µM]	nt	4%	10%	4.6	57	1%	i	28
O=C(O)c1ccc(-n2nncc2-c2ccco2)cc1	-6%	0.0%	0.7%	-0.3%	-3%	9%	-0.3	42	4%	i	24
Cc1cc(C)c(C)c(OCCOCCNCc2ccccc2)c1	-4%	8.3%	9.3%	-1.9%	18%	-33%	-1.9	51	17%	i	28
CC1(C)C(=O)Nc2ccccc2N1C(=O)COc1ccc(S(=O)(=O)N2CCOCC2)cc1Cl	9%	1.2%	1.9%	-0.3%	-9%	0%	-0.5	60	12%	i	12
O=C(CSc1nc2ccccc2c(=O)n1CC1CCCO1)Nc1ccccc1Cl (centres undefined)	-11%	2.5%	-0.1%	-0.3%	1%	19%	2.9	49	8%	i	46
O=C(CSCc1ccccc1Cl)NNC(=S)Nc1ccccc1	-6%	3.7%	8.4%	0.2%	0%	29%	0.4	42	4%	i	39
COc1cccc(OC)c1C(=O)NC(=S)Nc1ccc(S(=O)(=O)Nc2nccs2)cc1	2%	3.0%	-3.0%	1.5%	nt	nt	-0.2	87	7%	i	24
N/C(=N\OC(=O)c1cccc(Br)c1)c1ccccn1	1%	0.1%	3.9%[50 µM]	-0.4%	4%	9%	0.5	49	14%	i	53
CN(C)c1ccc(C(=O)NC2CCCc3ccccc32)cc1 (centres undefined)	nt	1.8%	1.6%	-0.6%	-2%	7%	-0.4	96	-1%	i	51

The closing 5 compounds of the part above lead into the next.
SMILES	Dengue-2 NS5 capping	RSV antiviral HEp-2	UTI89 phage lysis	West Nile antiviral	PhoP inhibition	Large T inhibition	NTR1 ag	NTR1 ag cell count 20 µM	MgcRacGAP inhibition	T cell HTS	T cell HTS vesicle-bound %	others
O=C(CSc1nc2ccccc2c(=O)n1CC1CCCO1)Nc1ccccc1Cl (centres undefined)	-11%	2.5%	-0.1%	-0.3%	1%	19%	2.9	49	8%	i	46
O=C(CSCc1ccccc1Cl)NNC(=S)Nc1ccccc1	-6%	3.7%	8.4%	0.2%	0%	29%	0.4	42	4%	i	39
COc1cccc(OC)c1C(=O)NC(=S)Nc1ccc(S(=O)(=O)Nc2nccs2)cc1	2%	3.0%	-3.0%	1.5%	nt	nt	-0.2	87	7%	i	24
N/C(=N\OC(=O)c1cccc(Br)c1)c1ccccn1	1%	0.1%	3.9%[50 µM]	-0.4%	4%	9%	0.5	49	14%	i	53
CN(C)c1ccc(C(=O)NC2CCCc3ccccc32)cc1 (centres undefined)	nt	1.8%	1.6%	-0.6%	-2%	7%	-0.4	96	-1%	i	51
CN(C)S(=O)(=O)c1ccc(C(=O)OCC(=O)c2csc(N3CCCCC3)n2)cc1	-7%	1.8%	0.3%[50 µM]	nt	nt	nt	3.0	49	5%	i	38
CC(C)c1nnc(NC(=O)C2CCCCC2)s1	-1%	1.7%	1.4%	-0.1%	0%	7%	1.7	51	3%	i	41
COC(=O)c1ccc2c(=O)n(CCN3CCOCC3)c(SCC(=O)c3ccccc3)nc2c1	-1%	-0.2%	0.3%	0.3%	4%	12%	2.0	58	-3%	i	22
COCCOC(=O)c1ccc(NC(=O)COc2ccc([N+](=O)[O-])cc2)cc1	3%	-1.1%	0.1%	0.1%	7%	9%	-0.2	107	5%	i	32
CCOc1ccccc1Nc1nc(-c2sc(C)nc2C)cs1	3%	3.1%	-0.6%	-1.1%	nt	nt	15	43	-4%	i	61
CC(=O)Nc1sc(C)c(C)c1C(=O)OCC(=O)N(C)c1c(N)n(Cc2ccccc2)c(=O)[nH]c1=O	-11%	-0.8%	1.3%[50 µM]	nt	-4%	2%	0.7	76	3%	i	43
O=C(Cc1ccccc1)NC(NCCc1ccccc1)C(Cl)(Cl)Cl (centres undefined)	0%	-1.3%	-0.3%	-0.5%	-4%	-3%	2.5	28	14%	i	28
COc1cccc(C(=O)CN2C(=O)C(C)(C)Oc3ccc(C(=O)N4CCCCCC4)cc32)c1	2%	0.3%	0.9%	-0.5%	0%	8%	3.1	57	8%	i	14
Cc1ccccc1NCC(=O)N/N=C\C=C\c1cccc([N+](=O)[O-])c1	-6%	1.6%	0.5%	-0.8%	4%	8%	-1.2	67	4%	i	48
CCOc1cc(C(=O)CCC(=O)OCC(=O)N2c3ccccc3NC(=O)C2(C)C)ccc1O	0%	1.6%	1.3%	1.4%	18%	2%	0.9	82	6%	i	44
CC[C@]12c3[nH]c4cc(CCC(=O)N(C)C)ccc4c3CCN1C(=O)[C@@H](CC(=O)NCc1cccc(C(F)(F)F)c1)C[C@@H]2C(=O)N1CCN(C(=O)C2CC2)CC1	-7%	nt	0.0%	nt	nt	nt	-0.3	69	7%	nt	nt
O=C(Nc1nc2c(s1)CCCC2)c1cc(-c2ccncc2)nc2ccccc12	-9%	0.7%	0.5%	-0.5%	-5%	-2%	-0.5	79	-2%	i	48
Cc1ccc(Oc2coc3cc(OC(=O)c4cccs4)ccc3c2=O)cc1	-16%	6.9%	-0.2%	2.4%	-11%	0%	0.4	72	1%	i	51	Dengue-2 NS5 capping pilot replicate=-7.6
Cc1cc(N2CCOCC2)nc2ccc(NC(=O)CCC(=O)N3CCCC(C)C3)cc12 (centres undefined)	2%	-0.5%	0.0%	0.0%	10%	4%	-1.6	81	2%	i	47
COc1ccccc1OCCSc1nc2ccccc2n1CCO	nt	-1.6%	0.0%	-0.1%	-10%	8%	1.3	45	3%	i	45
CCc1cccc(CC)c1NC(=O)CN1CCN(c2ccccc2)CC1	-6%	0.3%	-1.9%	-0.7%	-4%	0%	1.9	63	20%	i	23
CCCC(=O)Nc1nnc(S(=O)(=O)N2CCCC2)s1	-3%	2.4%	-0.4%	0.1%	nt	nt	-0.7	47	-3%	i	25
COc1ccc(-c2nc(=S)[nH][nH]2)cc1	-20%	5.1%	-0.1%	0.0%	-11%	19%	0.0	63	12%	i	41
O=c1cc(CN2CCN(c3ccc(O)cc3)CC2)nc2scc(-c3ccccc3)n12	-3%	-1.0%	0.9%	-0.4%	9%	10µM*	-0.3	61	?	i	17
S=c1[nH]nc(-c2ccccc2)n1/N=C/c1c[nH]c2ccccc12	-1%	18%	1.1%[50 µM]	0.4%	-12%	2%	4.8	78	9%	i	47
O=C(CCN1C(=O)c2ccccc2C1=O)Nc1sc2c(c1C(=O)NCC1CCCO1)CCC2 (centres undefined)	1%	1.1%	3.2%	-0.3%	0%	13%	6.2	63	11%	i	31
C/C(=N/NC(=O)c1ccn(C)n1)c1ccncc1	nt	nt	nt	0.8%	-6%	2%	-0.8	41	nt	i	41
COc1ccc(/C=C(/NC(=O)c2ccccc2)C(=O)N/N=C/c2sccc2C)cc1	-6%	2.9%	0.2%	-0.6%	-11%	15%	1.8	99	-4%	i	54
CCOC(=O)N1CCN(C(=O)C2CCCN(S(=O)(=O)c3ccc(OCC)cc3)C2)CC1 (centres undefined)	-4%	17%	0.3%[50 µM]	-1.3%	0%	12%	-0.8	69	4%	i	1
CCc1noc(C)c1C(=O)NCCc1c[nH]c2ccccc12	-4%	2.4%	1.1%[50 µM]	nt	-5%	3%	-0.5	55	4%	i	20
COc1ccc(CCNC(=O)/C=C/C(=O)O)cc1OC	-5%	0.2%	-0.1%	-0.4%	1%	9%	0.1	42	6%	i	33
Cc1cccc(-n2c(SCC(=O)Nc3ncc(Cl)cc3Cl)nc3ccccc32)c1	-6%	1.3µM*	2.0%	?	-3%	15%	nt	nt	-3%	i	37
COc1ccc(C2CC(c3ccc(OC)c(OC)c3)=NN2S(C)(=O)=O)cc1 (centres undefined)	-1%	5.1%	-1.0%[50 µM]	-0.7%	-7%	1%	0.5	74	-4%	i	37
O=c1c2ccccc2nc(/C=C/c2cccc([N+](=O)[O-])c2)n1CCO	-5%	-0.6%	0.5%	-0.4%	-1%	3%	1.6	91	12%	i	38
COc1ccc(C(=O)[C@H]2[C@H]3C(=O)N(c4ccccc4)C(=O)[C@H]3C3C=CC=NN32)cc1 (some centres undefined)	nt	0.8%	nt	-0.3%	nt	23%	-0.4	58	nt	i	11
CC(=O)Nc1ccc(NC(=S)NC(=O)C2CCCC2)cc1	0%	0.7%	0.0%	0.1%	17%	14%	0.6	66	9%	i	55
COc1ccc(NC(=O)CN(C)C(=O)c2csc3c2CCCC3)cc1	-4%	0.8%	-0.2%	nt	12%	15%	0.2	52	-1%	i	48
Cc1nnc(SCC(=O)Nc2ccc(N3CCOCC3)cc2)n1Cc1ccccc1	4%	1.9%	1.0%	nt	nt	nt	3.5	62	3%	i	58
Cc1cc2cc(CNC(=S)NCc3ccccc3)ccc2n1C	17%	2.6%	1.0%	-0.2%	6%	-4%	-0.1	41	11%	i	33
CCc1ccc(NC(=O)NCCN2CCCCC2)cc1	-3%	0.0%	1.3%	-0.4%	-7%	2%	0.0	47	2%	i	50
CCOc1ccc(OCC)c(NC(=O)CCn2c(=O)oc3ccccc32)c1	-2%	0.2%	1.8%	-1.4%	-1%	4%	-1.3	106	5%	i	21
COC(=O)CC(NS(=O)(=O)c1cccs1)c1ccc2c(c1)OCO2 (centres undefined)	-2%	2.5%	1.1%[50 µM]	-0.1%	-2%	10%	1.1	60	6%	i	18
O=C(CC1=NC2(CCCC2)Cc2ccccc21)N1CCOCC1	-2%	-0.8%	0.4%[50 µM]	-0.4%	6%	5%	3.6	53	13%	i	35
CCCCNC(=O)Nc1nnc(-c2ccc(Cl)cc2)o1	2%	0.4%	0.2%	0.1%	4%	12%	-1.4	37	14%	i	45

Bioassay records from PubChem.
